GAA inhib: alpha-glucosidase (human) inhibition. P10253. purified human GAA, 4-MU-alpha-glucoside fluorescence. Potency, µM (titrated, usually from 76.9 µM), for inactives: top-dose activity change, negative = inhibition, usual class: inhibitors. 200,000 tested, 0.005% active. AID 1466;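 note: plate controls were uninhibited enzyme wells for no effect and no-enzyme background for full effect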
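Activity normalized between no-enzyme (basal) and enzyme-only wells. Conditions: 4 nM human enzyme, 400 uM fluorogenic substrate, citrate/phosphate pH 5.0 with Tween-20, 20 min room temperature, compounds up to 77 uM.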
RGS12 GoLoco inh: blocks human Gai1 binding to RGS12 GoLoco peptide, red readout; Gai1:RGS12 GoLoco peptide FP, rhodamine, 10 min; 230,000 tested, 0.44% active; AID 880; P63096; Potency, µM (doses to about 61.6 µM), for the others: at the highest dose activity, negative = inhibition, hits mostly inhibitors; active = well fitted inhibition curve with a large enough effect, not every such curve was filed as active; inactive = no such curve, though single readings can be large or run the other way; note: nearly all actives have a fitted effect of over 30% in size; many of its hits are not listed in these tables
GAA spleen mod: lysosomal alpha-glucosidase (human) modulation | 240,000 tested, 0.006% active | P10253 | Potency, µM (doses to about 79.9 µM), inactives show at the highest dose activity change, negative = inhibition, hits mostly inhibitors | AID 2112 | human spleen homogenate, 4-MU-alpha-glucoside fluorescence;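 note: 0% = enzyme with vehicle and -100% = no enzyme basal signal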
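AC50 values come from Hill-equation fits of concentration-response data, normalized to no-enzyme and full-activity controls. Enzyme source: 1 ug human spleen homogenate; 1 mM fluorogenic 4-MU glucoside, pH 5.0 citrate buffer, 37 C, 40 min.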
TexasRed fluor: counter-screen for TRb-SRC2 inhibitors: fluorescence interference | TRb/SRC2 Texas Red total fluorescence interference | Potency, µM (series often up to 106 µM), inactives show at the highest dose fluorescence change, negative = quenching | 280,000 tested, 0.29% active; active = well fitted curve in either direction with a large enough effect; inconclusive = small, poorly fitted or top-dose-only effect
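Human TRβ ligand-binding domain (0.6 uM) and Texas Red SRC2 peptide (20 nM) in Tris buffer with 1 uM T3 and 5% DMSO were incubated with pinned compound for 5 hr at ambient temperature. Total fluorescence was computed as S + 2P (555/632 nm).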
RECQ1 inh: inhibitors of human RECQ1 DNA helicase. Potency, µM (highest dose often 57.3 µM), without a hit: at the top dose activity, negative = inhibition, actives largely listed as inhibitors. P46063. RECQ1 DNA unwinding, red fluorescence kinetic read. 240,000 tested, 0.54% active;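 note: plate controls were vehicle for no effect and no enzyme for full effect; nearly all actives have a fitted effect of over 30% in size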
Target sequence (P46063 whole entry, looked up): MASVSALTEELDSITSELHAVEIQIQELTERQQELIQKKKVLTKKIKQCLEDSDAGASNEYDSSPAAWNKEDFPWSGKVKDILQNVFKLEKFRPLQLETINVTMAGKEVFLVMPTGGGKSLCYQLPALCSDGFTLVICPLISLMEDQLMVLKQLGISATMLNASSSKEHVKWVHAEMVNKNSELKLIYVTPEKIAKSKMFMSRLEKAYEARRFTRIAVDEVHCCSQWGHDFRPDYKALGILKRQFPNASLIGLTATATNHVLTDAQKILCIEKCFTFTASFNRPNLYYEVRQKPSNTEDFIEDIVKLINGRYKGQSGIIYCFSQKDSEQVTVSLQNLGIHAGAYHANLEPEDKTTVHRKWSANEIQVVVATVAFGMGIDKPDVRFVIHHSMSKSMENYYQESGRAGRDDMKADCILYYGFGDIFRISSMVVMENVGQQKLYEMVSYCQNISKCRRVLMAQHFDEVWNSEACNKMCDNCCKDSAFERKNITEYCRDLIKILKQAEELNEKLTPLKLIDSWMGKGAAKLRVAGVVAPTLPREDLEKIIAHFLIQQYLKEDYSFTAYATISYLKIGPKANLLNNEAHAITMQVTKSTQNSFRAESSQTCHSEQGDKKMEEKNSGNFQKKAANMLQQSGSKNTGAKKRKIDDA
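50 nM RECQ1T1 preincubated 15 min with compound in Tris pH 8.0 buffer with MgCl2, DTT, Tween-20 and 2.5 ug/ml poly(dI-dC); started with 200 nM TAMRA/BHQ-2 forked duplex and 2 mM ATP. Unwinding read as fluorescence (525/598 nm), two reads 2 h apart.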
L3MBTL1 inh: blocks human L3MBTL1 | Q9Y468 | 230,000 tested, 0.66% active | AlphaScreen L3MBTL1–H3K9me1 peptide binding | Potency, µM (top dose mostly 57.1 µM), without a hit: at the top dose activity, negative = inhibition, usual class: inhibitors; note: nearly all actives have a fitted effect of over 60% in size
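Read-out is AlphaScreen signal from streptavidin donor and nickel chelate acceptor beads (10 ug/mL final each) bridging L3MBTL1 (50 nM) and biotinylated K9-monomethylated H3(1-15) peptide (75 nM), after 30 min compound exposure at room temperature.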
TRb-SRC2 inh: TRbeta-SRC2 interaction inhibition; P10828; TRbeta-SRC2 peptide binding, fluorescence polarization; receptor liganded with 1 µM T3; Potency, µM (highest dose often 106 µM), for the others: top-dose activity change, negative = inhibition, actives largely listed as inhibitors; 280,000 tested, 0.065% active; AID 1469;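 note: plate controls were bound peptide for no effect and peptide without receptor for full effect; nearly all actives have a fitted effect of over 50% in size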
Target sequence (P10828 whole entry, looked up): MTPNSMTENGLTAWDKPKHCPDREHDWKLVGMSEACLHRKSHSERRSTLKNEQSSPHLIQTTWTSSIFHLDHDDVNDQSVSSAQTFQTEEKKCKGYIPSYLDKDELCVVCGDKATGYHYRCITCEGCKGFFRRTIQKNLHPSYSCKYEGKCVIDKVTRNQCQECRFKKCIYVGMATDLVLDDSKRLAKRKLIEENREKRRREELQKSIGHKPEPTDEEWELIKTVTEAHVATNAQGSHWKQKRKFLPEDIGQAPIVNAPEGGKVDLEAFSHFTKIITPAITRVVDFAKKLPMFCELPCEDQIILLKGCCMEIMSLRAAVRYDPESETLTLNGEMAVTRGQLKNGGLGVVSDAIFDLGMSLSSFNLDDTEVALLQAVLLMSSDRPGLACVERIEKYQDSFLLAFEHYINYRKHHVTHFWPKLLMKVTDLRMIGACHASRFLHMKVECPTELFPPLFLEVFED
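Fluorescence polarization of 20 nM Texas Red SRC2 peptide (20-aa NR interaction domain) bound to 0.6 uM human TRb ligand-binding domain, with 1 uM T3, after 5 hr at ambient temperature; inhibition seen as decreased polarization.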
GAA glycogen: inhibitors or activators of human alpha-glucosidase glycogen cleavage; recombinant GAA, glycogen substrate, Amplex Red glucose oxidase fluorescence; 300,000 tested, 0.38% active; AID 2100; P10253; Potency, µM (top dose mostly 76.4 µM), without a hit: at the highest dose activity change, negative = inhibition, hits mostly inhibitors;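 note: 0% = full enzyme reaction and -100% = no-enzyme basal signal; the screen sought inhibitors and activators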
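Natural-substrate format: glycogen cleavage by 4 nM human enzyme, glucose read by Amplex Red coupling (Ex 573, Em 610 nm). Normalized to enzyme and no-enzyme controls.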
The depositor's hits bear a star; i = inactive; ? = inconclusive; · = not tested or not shown; & = joins results of further samples; [ ] = another dose, or the depositor's remark. Unless noted, calls come from the whole dose curve; as a rule, active = well fitted curve in the direction sought with a large enough effect; inconclusive = small, poorly fitted or top-dose-only effect, or another doubt; inactive = no such curve, though single readings can be large; an effect the other way counts as inactive or inconclusive. Unless noted, % is set by controls: 0 for no effect and ±100 for the full control effect; potency is the fitted concentration of half-maximal effect. Not all compounds are listed (hit frequency here may not be typical).

No.	Structure	GAA inhib	RGS12 GoLoco inh	GAA spleen mod	TexasRed fluor	RECQ1 inh	L3MBTL1 inh	TRb-SRC2 inh	GAA glycogen
1	CC(C)C(=O)Nc1ccc2c(c1)C(=O)N(CCC(=O)O)C2=O	4%	-5%	0%	-1%	0%	4%	-6%	-5%
2	COC(=O)c1ccc(Oc2ccc(C(C)(C)C)cc2)c([N+](=O)[O-])c1	-2%	-4%	3%	1%	-4%	0%	3%	-1%
3	CC1CCN(Cc2cc(=O)oc3cc4c(cc23)CCCC4)CC1	·	6%	2%	-2%	-7%	·	-6%	7%
4	CS(=O)(=O)N1N=C(c2ccco2)CC1c1ccc(Cl)cc1 (centres undefined)	2%	18%	-6%	3%	0%	10%	-3%	5%
5	Cn1c(C(=O)NCCCN2CCc3ccccc3C2)cc2c(=O)n(C)c3ccccc3c21	-5%	-6%	5%	1%	-13%	·	-8%	11%
6	CC(C)(C)NS(=O)(=O)c1ccc(OCC(=O)Nc2ccc3c(c2)OCCO3)cc1	0%	-5%	-2%	-2%	i	1%	-3%	-2%
7	CN(C)S(=O)(=O)c1cccc2nsnc12	2%	4%	0%	1%	i	8%	6%	0%
8	CC1CCCC(C)N1CC(O)COc1ccc(Cl)cc1 (centres undefined)	11%	-12%	8%	1%	-9%	-2%	?	28%
9	COc1ccccc1CNc1ccc(CNc2ncn[nH]2)cc1	7%	8%	-5%	-2%	i	-16%	3%	-14%
10	NC(=O)NOCc1ncc(C(F)(F)F)cc1Cl	0%	-9%	-3%	3%	25%	·	0%	-2%
11	COc1cccc2sc(N(CCCN(C)C)C(=O)C(c3ccccc3)c3ccccc3)nc12	-6%	-14%	·	-1%	i	-13%	-1%	-4%
12	CS(=O)(=O)N(CC(=O)N1CCN(c2ccc(F)cc2)CC1)C1CCCCC1	-3%	-2%	9%	-3%	1%	-4%	2%	-10%
13	CC(=O)N1CCC(C(=O)Nc2nc(-c3ccccc3)ns2)CC1	-5%	-7%	2%	0%	-5%	-5%	-14%	-1%
14	COC(=O)N1[C@H](Cc2ccccc2)C=C[C@]1(C)C(=O)O	3%	-1%&3%	-1%&-8%	-1%&-2%	i	3%	-12%&-2%	5%
15	Cc1cc(C)n(CCC(=O)N/N=C/c2ccc(Cl)c([N+](=O)[O-])c2)n1	·	18%	-9%	-3%	4%	-1%	2%	4%
16	O=S(=O)(c1ccc(OCC(O)CNCc2ccco2)c(Cl)c1)N1CCOCC1 (centres undefined)	?	9%	4%	2%	-1%	-1%	3%	-21%
17	Cc1ccc(C(=O)NCCSc2ccc(Cl)cc2)cc1[N+](=O)[O-]	?	5%	2%	3%	-23%	-11%	6%	-7%
18	COC(=O)CSC(=S)N1CCCC(C)C1 (centres undefined)	3%	5%	5%	-6%	-3%	·	4%	0%
19	CCOC(=O)c1nn(-c2ccc3c(c2)OCCO3)cc1O	-1%	6%	0%	2%	i	4%	2%	-12%
20	CC(C)(C)c1ccc(OCCNC(=O)Cc2ccc(F)cc2)cc1	-2%	126%[activator]	-1%	1%	-2%	1%	5%	-10%
21	COCCn1c(C)cc(C(=O)CSc2ccc3ccccc3n2)c1C	-2%	-4%	7%	-5%	-10%	·	0%	0%
22	CCCCN(CCCC)CP(=O)(c1ccccc1)c1ccccc1	-3%	4%	-2%	-2%	-4%	·	2%	29%
23	COc1ccc(-c2cn3cccnc3n2)cc1NC(=O)c1ccc(Br)o1	10%	25%	2%	-3%	?	4%	-7%	-4%
24	Cc1ccc(-c2c[n+](CC(=O)Nc3cc(=O)n(C)c(=O)n3C)c3n2CCC3)cc1	-1%	9%	-25%	-3%	13%	-1%	1%	-1%
25	CCn1c(N)c(C(=O)NCC2CCCO2)sc1=S (centres undefined)	-9%	-34%	-13%	-2%	-6%	-4%	1%	-3%
26	CCC/C=N/NC(=O)C1COc2ccccc2O1 (centres undefined)	-5%	7%	-10%	-1%	-10%	17%	3%	-3%
27	O=C(NNC(=O)c1sccc1-n1cccc1)c1cccs1	-6%	3%	3%	-1%	i	2%	2%	?
28	CCOc1ccc(-c2nnc(SCC(=O)Nc3ccc4c(c3)c3ccccc3n4CC)n2N)cc1	7%	2%	-1%	0%	0%	-9%	2%	6%
29	CC1=NC(C(F)(F)F)(C(F)(F)F)C2=C(CC(C)(C)CC2=O)N1Cc1ccco1	2%	4%	-5%	-7%	-8%	·	2%	-10%
30	COc1cccc(C2C(C(=O)c3cccs3)=C(O)C(=O)N2c2cc(C)on2)c1 (centres undefined)	6%	-5%	-8%	-5%	i	4%	-13%	6%
31	O=C1C=C(Nc2ccc(Cl)cc2)CC(c2ccc(Cl)cc2)C1 (centres undefined)	-5%	-4%	-8%	4%	-15%	21%	-2%	3%
32	Cc1nnc(SCc2nc3ccccc3s2)n1-c1ccccc1	-5%	26%	-2%	1%	-5%	11%	1%	3%
33	CCn1c(/N=C/c2ccccc2NS(=O)(=O)c2ccc(C)cc2)nc2ccccc21	3%	-3%	0%	-2%	-7%	6%	9%	10%
34	O=C(NC(=S)NC1C2CC3CC(C2)CC1C3)C12CC3CC(CC(C3)C1)C2 (centres undefined)	2%	20%	4%	-50%	-5%	2%	-1%	4%
35	COc1ccccc1OCCC(=O)OCC(=O)Nc1ccc(Br)cc1F	2%	7%	0%	-1%	i	3%	-6%	-4%
36	O=C(CCS(=O)(=O)c1cccs1)N1CCCC1	1%	19%	-4%	0%	-16%	5%	-2%	7%
37	CCCSc1nnc(-c2ccccc2NC(=O)CC)c(=O)[nH]1	?	2%	-1%	0%	4%	1%	1%	2%
38	CCn1cc([N+](=O)[O-])c(C(=O)Nc2ccc(Br)cn2)n1	-9%	-1%	-6%	0%	-12%	-2%	-4%	-4%
39	Cc1nc2ccc(NC(=O)c3cccnc3)cc2s1	0%	43%[activator]	0%	-4%	i	-9%	-10%	5%
40	CCCCn1c(C)cc2cc(O)ccc21	1%	14%	-5%	-4%	i	·	-9%	32µM*
41	CC(C)NC(=O)/C(C#N)=C\c1ccc(N(C)C)o1	-14%	11%	7%	-4%	-11%	-13%	-2%	-15%
42	O=C(Cc1ccc([N+](=O)[O-])cc1)N1N=C(c2ccncc2)CC1(O)C(F)(F)F (centres undefined)	7%	4%	-5%	1%	-8%	-2%	-9%	1%
43	O=C(Nc1nnc(-c2ccccn2)o1)c1cccc(Br)c1	2%	·	-2%	1%	-4%	?	3%	6%
44	COC(=O)c1cccc(-n2c(C)cc(C=O)c2C)c1C	6%	-1%	-7%	1%	i	-2%	2%	-2%
45	COc1ccc(-c2cc(C(F)F)n3ncc(C(=O)n4ccnc4C)c3n2)cc1	?	5%	-13%	-2%	-4%	19%	-13%	-3%
46	N#CCc1nn(-c2ccc(Cl)cc2)c(N)c1C#N	2%	17%	1%	-2%	-7%	1%	1%	12%
47	Cc1cc(=O)oc2c(C(=O)/C=C/c3ccccc3)c(O)ccc12	-1%	16%	-6%	2%	-11%	·	2%	1%
48	CCc1ccc(N2Cc3ccccc3C2)cc1	·	24%	-4%	-2%	i	·	6%	-1%

A stretch from the list above, as a working copy:
No.	Structure	GAA inhib	RGS12 GoLoco inh	GAA spleen mod	TexasRed fluor	RECQ1 inh	L3MBTL1 inh	TRb-SRC2 inh	GAA glycogen
1	CC(C)C(=O)Nc1ccc2c(c1)C(=O)N(CCC(=O)O)C2=O	4%	-5%	0%	-1%	0%	4%	-6%	-5%
2	COC(=O)c1ccc(Oc2ccc(C(C)(C)C)cc2)c([N+](=O)[O-])c1	-2%	-4%	3%	1%	-4%	0%	3%	-1%
3	CC1CCN(Cc2cc(=O)oc3cc4c(cc23)CCCC4)CC1	·	6%	2%	-2%	-7%	·	-6%	7%
4	CS(=O)(=O)N1N=C(c2ccco2)CC1c1ccc(Cl)cc1 (centres undefined)	2%	18%	-6%	3%	0%	10%	-3%	5%
5	Cn1c(C(=O)NCCCN2CCc3ccccc3C2)cc2c(=O)n(C)c3ccccc3c21	-5%	-6%	5%	1%	-13%	·	-8%	11%
6	CC(C)(C)NS(=O)(=O)c1ccc(OCC(=O)Nc2ccc3c(c2)OCCO3)cc1	0%	-5%	-2%	-2%	i	1%	-3%	-2%
7	CN(C)S(=O)(=O)c1cccc2nsnc12	2%	4%	0%	1%	i	8%	6%	0%
8	CC1CCCC(C)N1CC(O)COc1ccc(Cl)cc1 (centres undefined)	11%	-12%	8%	1%	-9%	-2%	?	28%
9	COc1ccccc1CNc1ccc(CNc2ncn[nH]2)cc1	7%	8%	-5%	-2%	i	-16%	3%	-14%
10	NC(=O)NOCc1ncc(C(F)(F)F)cc1Cl	0%	-9%	-3%	3%	25%	·	0%	-2%
11	COc1cccc2sc(N(CCCN(C)C)C(=O)C(c3ccccc3)c3ccccc3)nc12	-6%	-14%	·	-1%	i	-13%	-1%	-4%

The results go on.
No.	Structure	GAA inhib	RGS12 GoLoco inh	GAA spleen mod	TexasRed fluor	RECQ1 inh	L3MBTL1 inh	TRb-SRC2 inh	GAA glycogen
49	CCC1Cc2c(nc(N)c3c(N)nc(N4CCCCC4)c(C#N)c23)O1 (centres undefined)	6%	2%	-22%	-2%	2%	45%[activator]	-7%	-6%
50	NC(N)=N/N=C/c1ccc(OCc2ccccc2Cl)cc1	2%	0%	0%	-2%	-15%	0%	-12%	-2%
51	O=c1c(-c2ccccc2)c(O)c2c(n1-c1ccccc1)CCCC2	3%	-2%	-6%	1%	0%	5%	-6%	11%
52	Cc1cc(C)c(S(=O)(=O)N2CCCOC2CNC(=O)C(=O)NCCC2=CCCCC2)c(C)c1 (centres undefined)	-6%	7%	-4%	0%	-2%	-8%	-6%	11%
53	Cc1c(Cl)c([N+](=O)[O-])nn1CCCC(=O)Nc1c(Cl)cccc1Cl	-5%	3%	-11%	0%	10%	-7%	-2%	-4%

High-throughput results: PubChem, National Center for Advancing Translational Sciences (NCATS)
